Bioassay records deposited in PubChem by several laboratories.
Keap1-Nrf2 PPI: disrupts human Keap1 binding to Nrf2 peptide | Q14145 | Keap1 Kelch-Nrf2 peptide fluorescence polarization, 1536-well | inhibition, % at 9.4 µM | hit rate 0.15% among 340,000; in the data active = inhibition above about 12%;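 note: human Keap1 Kelch domain with fluorescein labeled Nrf2 9mer peptide probe; 0% = neutral control wells and 100% = peptide positive control; higher means more block of Keap1 binding to Nrf2 peptide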
RTF Ca sens act: cardiac RTF calcium sensitization | hit rate 0.24% among 340,000 | AID 493008 | activation, % at 7.2 µM | IANBD-labeled TnC RTF fluorescence at EC20 calcium; 0% EC20 calcium, 100% full calcium;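 active = activation above the mean over all tested compounds plus 3 SD, cut at about 30% in these data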;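 note: rise in fluorescence read as greater calcium sensitivity of cardiac thin filaments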
OPRM1-OPRD1 ag: agonists of human mu-delta opioid receptor heterodimerization. P35372+P41143. cells, OPRM1-OPRD1 heterodimerization, luminescence. activation, % at 9.3 µM. hit rate 0.3% among 340,000; in the data active = activation above about 18%;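 note: 0% = vehicle-treated cells and 100% = reference agonist; values of inactives mirror those of a sister screen read the other way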
Cardiac RTF inh: cardiac RTF calcium desensitization; inhibition, % at 7.15 µM; IANBD-labeled cardiac RTF, Ca2+ fluorescence; hit rate 0.12% among 340,000; AID 493244; P19429+P45379;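 active = inhibition above the mean inhibition of all tested compounds plus 3 SD, cut at about 17% in these data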;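 note: assay run at fixed EC70 calcium of 1.6 mM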
DSG3 Ab inh: human desmoglein-3 autoantibody binding inhibition. binding (percent of control), % at 10 µM. DSG3-coupled beads, scFv-anti-DSG3-GFP binding, flow cytometry; active compounds read low. AID 588358. hit rate 0.48% among 310,000. P32926;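 active = binding more than 3 SD below its plate's average and above zero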;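 note: hits lower antibody fragment binding to DSG3; some compounds called inactive have numbers as strong as hits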
Target sequence (P32926 whole entry, looked up, the tested form may be a part): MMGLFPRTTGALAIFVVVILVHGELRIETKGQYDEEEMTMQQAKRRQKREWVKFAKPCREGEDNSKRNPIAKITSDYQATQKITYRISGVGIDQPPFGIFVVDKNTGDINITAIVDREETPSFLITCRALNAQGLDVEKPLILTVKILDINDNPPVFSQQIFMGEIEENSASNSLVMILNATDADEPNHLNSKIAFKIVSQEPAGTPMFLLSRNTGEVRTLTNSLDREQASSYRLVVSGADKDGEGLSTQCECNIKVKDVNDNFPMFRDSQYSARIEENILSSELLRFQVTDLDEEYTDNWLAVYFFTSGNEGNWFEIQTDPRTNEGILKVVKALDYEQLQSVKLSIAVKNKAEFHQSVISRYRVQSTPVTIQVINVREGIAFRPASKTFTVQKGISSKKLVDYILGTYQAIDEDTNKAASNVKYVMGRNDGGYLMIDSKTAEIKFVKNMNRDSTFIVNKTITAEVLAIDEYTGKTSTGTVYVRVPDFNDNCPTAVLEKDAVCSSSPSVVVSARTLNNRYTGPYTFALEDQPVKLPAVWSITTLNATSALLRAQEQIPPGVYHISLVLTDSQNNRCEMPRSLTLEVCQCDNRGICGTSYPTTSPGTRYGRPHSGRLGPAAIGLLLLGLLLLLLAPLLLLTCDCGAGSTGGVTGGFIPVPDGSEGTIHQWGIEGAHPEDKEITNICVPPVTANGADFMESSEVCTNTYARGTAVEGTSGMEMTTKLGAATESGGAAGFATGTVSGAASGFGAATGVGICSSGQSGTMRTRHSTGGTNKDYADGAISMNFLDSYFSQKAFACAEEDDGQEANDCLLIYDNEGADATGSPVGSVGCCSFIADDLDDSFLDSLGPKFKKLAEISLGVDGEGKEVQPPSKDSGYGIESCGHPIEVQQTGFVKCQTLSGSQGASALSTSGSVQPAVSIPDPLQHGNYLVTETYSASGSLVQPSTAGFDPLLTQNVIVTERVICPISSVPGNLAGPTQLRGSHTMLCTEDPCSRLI
Wnt act: activates Wnt/beta-catenin signaling in a reporter cell assay | activator, plate reader | activation, % at 9.35 µM | AID 743398 | hit rate 1.2% among 300,000; in the data active = activation above about 30%, passing the limit was not always enough;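 note: 0% = neutral control wells and 100% = positive control wells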
LANA DNA inh: KSHV C-LANA DNA binding inhibition; hit rate 0.078% among 340,000; MBP-C-LANA/FAM-LBS DNA binding, fluorescence polarization; inhibition, % at 9 µM; AID 504423;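 active = highest replicate inhibition at or above 60% at 9 µM, even if other replicates fall short; inactive = all replicates below 60% inhibition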;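 note: 0% = neutral control wells and 100% = 4 µM acridine orange control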
V-ATPase pHluor: yeast V-ATPase proton transport regulation by pHLuorin. S. cerevisiae, pHLuorin cytosolic pH fluorescence. response, % at 10 µM. hit rate 0.37% among 350,000. AID 504577; in the data active = response mostly above about 7.3%, no sharp cut-off; inactive = mostly below about 5.4%; note: actives read high; inactives centre near 0; some compounds called inactive have numbers as strong as hits; reference of the scale not given here
OPRM1-OPRD1 inv: mu-delta opioid heterodimer inverse agonism. P35372+P41143. cell-based MOR-DOR heterodimer luminescence. inhibition, % at 9.3 µM. hit rate 0.21% among 340,000. AID 504357; in the data active = inhibition above about 22%, passing the limit was not always enough;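 note: 0% = cells with DMSO and 100% = wells without cells with DMSO; values of inactives mirror those of a sister screen read the other way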
Arr AP2 block: inhibitors of human beta-arrestin and AP2 interaction. inhibition, % at 10 µM. hit rate 0.31% among 340,000. FITC-arrestin peptide / GST-AP2 beads, flow cytometry; AP2 beta2 appendage carries R879A mutation. AID 504490;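 active = inhibition above a set limit, near 3 SD of compounds lacking own fluorescence, cut at about 54% in these data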;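 note: plate controls were DMSO wells for no effect and 5 µM unlabelled arrestin peptide for full effect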
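system = GST-tagged AP2 beta2-adaptin appendage (R879A) on 4 µm glutathione beads | reagent = FITC-labelled arrestin peptide probe, 50 nM final | schedule = compound with beads 12 min RT, then probe 1 h RT | signal = HyperCyt-sampled flow cytometry, FL1 channel, ex 488/em 535 nm | read-out = percent response from loss of bead-bound FITC fluorescence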
* hit, by the source's call; . = no result given.

SMILES | Keap1-Nrf2 PPI | RTF Ca sens act | OPRM1-OPRD1 ag | Cardiac RTF inh | DSG3 Ab inh | Wnt act | LANA DNA inh | V-ATPase pHluor | OPRM1-OPRD1 inv | Arr AP2 block
S=c1[nH]nc(-c2ccncc2)n1/N=C/c1ccccc1Cl | . | . | . | . | 103 | -1 | . | -2 | . | -10
COc1ccc(N2C(=O)C(F)(F)C2c2cccc(F)c2)cc1 (centres undefined) | -1 | 2 | -0.5 | -4 | 98 | -1 | -0.5 | 5 | 2 | 25
COc1ccc(N(C(=O)CNC(=O)c2cccs2)C(C(=O)NCC2CCCO2)c2ccccc2)cc1 (centres undefined) | -4 | 1 | -0.5 | 7 | 103 | 0 | 1.0 | 1 | 2 | -12
Cc1ccc(C2CC(c3ccccc3Cl)n3nc(N)nc3N2)cc1 (centres undefined) | -3 | 0 | -3.3 | 0 | 106 | -5 | 0.4 | 2 | 17 | -9
O=C(COC(=O)c1cccc(S(=O)(=O)N2CCOCC2)c1)Nc1ccc2c(c1)OCO2 | 1 | 1 | -2.0 | -4 | 94 | -1 | 5.0 | -1 | 11 | -7
NC(=O)COC(=O)c1cc(-c2cccs2)nn1-c1ccccc1 | -6 | 4 | -0.4 | -10 | 99 | -3 | -1.4 | 1 | 2 | -13
Cc1ccc(C(C)C)c(OCc2ccc(C(=O)N/N=C/c3cccc(O)c3O)cc2)c1 | -3 | 1 | 5.2 | -2 | 100 | 28 | 0.3 | -3 | -32 | 3
COc1ccc(NCc2ccc([N+](=O)[O-])s2)c(OC)c1 | 1 | -7 | -2.4 | 3 | 95 | . | -0.1 | 1 | 13 | 26
Cc1ccc(S(=O)(=O)Nc2ccc3c(c2)OCCO3)c(C)c1NS(C)(=O)=O | 1 | -5 | -1.3 | 2 | 116 | -1 | 1.0 | -2 | 7 | -2
O=C(c1ccc(Br)o1)N1CCN(c2ccccn2)CC1 | 0 | 3 | -3.3 | 2 | . | . | 0.1 | -3 | 17 | 1
O=C(/C=C/c1ccccc1)NCCS(=O)(=O)N1CCN(c2ccc(F)cc2)CC1 | -1 | -5 | -1.9 | -16 | 94 | 0 | 1.7 | -2 | 13 | -1
c1ccc(C2=Nn3c(nnc3-c3ccco3)SC2)cc1 | -5 | -3 | -1.1 | 1 | 107 | . | 0.9 | . | 8 | -4
O=C(NNC(=O)c1cccs1)c1ccc(Cl)c(S(=O)(=O)N2CCCC2)c1 | -5 | -1 | 1.2 | 4 | . | -2 | -0.6 | -2 | -5 | 4
N/C(=N\OC(=O)c1ccccc1)c1ccncc1 | -1 | 2 | -0.4 | -11 | 100 | 0 | 0.3 | -2 | 2 | 23
CCS(=O)(=O)N1Cc2ccccc2CC1C(=O)OCC(=O)Nc1ccc(C)cc1 (centres undefined) | 4 | -2 | -2.9 | -6 | . | . | 0.2 | -6 | 13 | 3
COc1ccc(NC(=O)COC(=O)c2ccncc2)c(OC)c1 | 4 | -6 | -3.7 | 4 | 87 | . | -0.8 | 6 | 19 | -1
CN1CCN(C(=O)CNC(=O)c2cccs2)CC1 | -1 | -2 | -1.1 | -2 | 98 | -2 | -0.7 | -1 | 6 | 5
Cc1cccc(C(=O)NCC(=O)OCC(=O)c2ccc(C)s2)c1 | 0 | 6 | -0.6 | -7 | 94 | 1 | 0.2 | -9 | 3 | 5
CCOC(=O)c1c(C)[nH]c(C(=O)N2CCC(C(=O)OCC)CC2)c1C | 0 | 0 | -3.3 | -3 | 107 | 3 | 2.0 | 1 | 17 | -9
COc1ccc(C(=O)N/N=C(\C)CC(=O)Nc2ccc(Cl)cn2)cc1 | 6 | -7 | -2.5 | -2 | 101 | -2 | -0.6 | -2 | 13 | 7

Complete entries, quoted from the list:
Shown for CCOC(=O)c1c(C)[nH]c(C(=O)N2CCC(C(=O)OCC)CC2)c1C → Keap1-Nrf2 PPI: 0; RTF Ca sens act: 0; OPRM1-OPRD1 ag: -3.3; Cardiac RTF inh: -3; DSG3 Ab inh: 107; Wnt act: 3; LANA DNA inh: 2.0; V-ATPase pHluor: 1; OPRM1-OPRD1 inv: 17; Arr AP2 block: -9
Shown for COc1ccc(NC(=O)COC(=O)c2ccncc2)c(OC)c1 → Keap1-Nrf2 PPI: 4; RTF Ca sens act: -6; OPRM1-OPRD1 ag: -3.7; Cardiac RTF inh: 4; DSG3 Ab inh: 87; Wnt act: .; LANA DNA inh: -0.8; V-ATPase pHluor: 6; OPRM1-OPRD1 inv: 19; Arr AP2 block: -1

Next part
SMILES | Keap1-Nrf2 PPI | RTF Ca sens act | OPRM1-OPRD1 ag | Cardiac RTF inh | DSG3 Ab inh | Wnt act | LANA DNA inh | V-ATPase pHluor | OPRM1-OPRD1 inv | Arr AP2 block
COc1cccc(/C(O)=C/c2nc3ccc(C(=O)NCCc4cccc(C)c4)cc3[nH]c2=O)c1 | -7 | 20 | -3.9 | -27 | 96 | 2 | 2.4 | -4 | 17 | 11
O=C(Nc1ccc2nc3n(c(=O)c2c1)CCCC3)c1cccc([N+](=O)[O-])c1 | -4 | 0 | -1.2 | -6 | 116 | 27 | -0.1 | 1 | 6 | 9
Cc1[nH]nc(S(=O)CC(=O)O)c1[N+](=O)[O-] (centres undefined) | 0 | 15 | -2.5 | -7 | 104 | -1 | 2.6 | 3 | 12 | -15
Cc1ccc(C(=O)NCC(C)NC(=O)c2ccc(C)c(C)c2)cc1C (centres undefined) | -4 | 0 | -2.1 | 3 | 112 | 2 | 0.2 | 7 | 11 | -8
Cc1ccc(-c2nsc(SCC(=O)NCC3CCCO3)n2)cc1 (centres undefined) | 1 | 0 | -1.2 | 0 | 99 | 3 | . | -3 | 6 | -6
COc1ccc(-c2n[nH]c(=S)n2C2CCCCC2)cc1 | -1 | 4 | -1.3 | -11 | 101 | . | 0.6 | 0 | 6 | 3
COc1ccc(N2C(=O)CC(Nc3ccc(N4CCOCC4)cc3)C2=O)c(OC)c1 (centres undefined) | -2 | 8 | 0.2 | 5 | 101 | -4 | 0.7 | 2 | -1 | 40
CC(=O)c1cccc(NC(=O)CN(C)S(=O)(=O)c2ccc3c(c2)CCC(=O)N3)c1 | -1 | -1 | 0.2 | -3 | 99 | . | -0.3 | 5 | -1 | 5
COc1ccc(C(=O)CCc2nc3ccccc3s2)cc1 | 1 | 0 | -3.0 | 0 | 117 | 5 | 0.7 | -1 | 16 | 1
O=C(O)CNc1ncccc1[N+](=O)[O-] | 4 | -1 | -0.9 | 5 | 101 | 0 | 4.9 | 3 | 4 | 52
CC1(c2ccccc2Cl)NC(=O)N(CC(=O)Nc2ccccc2OC(F)F)C1=O (centres undefined) | -4 | -3 | -2.5 | -16 | 123 | -1 | 0.2 | -6 | 13 | 1
Cc1ccc(C(=O)CN2C(=O)NC3(CCOc4ccccc43)C2=O)s1 (centres undefined) | -7 | 3 | -4.3 | -3 | 109 | 4 | -1.8 | -1 | 17 | -5
Cc1cc(C)n(-c2nc3ccccc3nc2NCCc2ccccc2)n1 | -6 | 0 | 2.5 | -16 | 96 | -1 | -0.2 | -5 | -15 | 14
COC(=O)CCCC(=O)OC | -3 | 4 | -0.5 | 3 | 103 | 1 | 1.4 | 4 | 2 | 10
O=C1C(C=Nc2ccccc2)=C(O)c2ccccc21 | 0 | 3 | -1.4 | 3 | 68 | 12 | 1.0 | 7 | 8 | 2
COc1ccc(N2CCN(C3CCCCC3NS(=O)(=O)c3ccc(Cl)cc3)CC2)cc1 (centres undefined) | 2 | 0 | 0.8 | -8 | 108 | 0 | 0.2 | 0 | -4 | 39
COc1ccc(OCCC(=O)OCC(=O)Nc2cccc(S(=O)(=O)N3CCOCC3)c2)cc1 | -3 | 6 | -1.9 | -8 | 105 | -2 | -0.8 | -2 | 9 | 4
COc1cc(/C=N/NC(=O)c2cccnc2)ccc1OC(=O)c1ccc2c(c1)OCO2 | 3 | -3 | 0.4 | 0 | . | 46* | 0.5 | 4 | -3 | 1
O=C(NCC(c1cccnc1)N1CCN(c2ccc(F)cc2)CC1)c1cccc(Cl)c1 (centres undefined) | -1 | 3 | -1.9 | -2 | 98 | . | -0.6 | -2 | 10 | -6
COc1cc(/C=C/C(=O)O)cc(S(=O)(=O)Nc2ccccc2C(=O)NCc2ccco2)c1OC | 4 | -1 | -2.3 | -5 | 91 | -6 | 2.8 | 1 | 12 | 5
CC(C)C(C(=O)Nc1ccc(S(=O)(=O)N2CCOCC2)cc1)N1C(=O)c2ccccc2C1=O (centres undefined) | -3 | 2 | -1.8 | -1 | 103 | . | 0.3 | -1 | 9 | 0
O=C(CC1SC(N2CCCCC2)=NC1=O)Nc1cccc(C(=O)N2CCCC(C(F)(F)F)C2)c1 (centres undefined) | -4 | -2 | 0.9 | -4 | 99 | 1 | 0.1 | 5 | -4 | 29
COc1cc(NC(=O)c2cccnc2)c(OC)cc1NC(=O)c1ccc(Br)cc1 | -4 | -1 | 2.1 | -8 | . | . | -1.1 | 1 | -13 | 12
Cc1nc(SCC2(C)CC2(Cl)Cl)n[nH]1 (centres undefined) | 2 | -6 | -4.8 | 14 | 94 | -8 | -0.2 | -1 | 23 | -17
O=C(CN(Cc1ccccc1)C(=O)c1ccc2c(c1)OCCO2)NCc1ccc2c(c1)OCO2 | 2 | -1 | -2.2 | -2 | 101 | . | 0.8 | 0 | 10 | 4
CCN(C(=O)COC(=O)c1ccc(OC)c(S(=O)(=O)N2CCCc3ccccc32)c1)C1CCS(=O)(=O)C1 (centres undefined) | -3 | 4 | -1.4 | 2 | 104 | -2 | 0.7 | 1 | 7 | -15
CCCC[C@H]1COCCS(=O)(=O)N1Cc1cccc([N+](=O)[O-])c1 | 3 | -3 | -3.8 | -8 | 99 | -4 | 1.9 | -4 | 18 | -2
O=c1c2c(nc3c(-c4ccccc4)c[nH]n13)CCCC2 | 1 | 8 | -0.2 | -13 | 102 | . | -0.9 | 7 | 1 | 22
O=S(=O)(c1ccc2nc(Cc3cccc(C(F)(F)F)c3)[nH]c2c1)N1CCOCC1 | -2 | 3 | -1.4 | 8 | 87 | 2 | -1.2 | -3 | 8 | 22
Cc1oc(-c2ccccc2)nc1CS(=O)CC(=O)N1CCc2ccccc2C1 (centres undefined) | -10 | 4 | -0.2 | -3 | 101 | -4 | 0.2 | -2 | 1 | 0

5 compounds drawn at random from those above:
SMILES | Keap1-Nrf2 PPI | RTF Ca sens act | OPRM1-OPRD1 ag | Cardiac RTF inh | DSG3 Ab inh | Wnt act | LANA DNA inh | V-ATPase pHluor | OPRM1-OPRD1 inv | Arr AP2 block
CC(C)C(C(=O)Nc1ccc(S(=O)(=O)N2CCOCC2)cc1)N1C(=O)c2ccccc2C1=O (centres undefined) | -3 | 2 | -1.8 | -1 | 103 | . | 0.3 | -1 | 9 | 0
COc1cc(NC(=O)c2cccnc2)c(OC)cc1NC(=O)c1ccc(Br)cc1 | -4 | -1 | 2.1 | -8 | . | . | -1.1 | 1 | -13 | 12
O=c1c2c(nc3c(-c4ccccc4)c[nH]n13)CCCC2 | 1 | 8 | -0.2 | -13 | 102 | . | -0.9 | 7 | 1 | 22
Cc1nc(SCC2(C)CC2(Cl)Cl)n[nH]1 (centres undefined) | 2 | -6 | -4.8 | 14 | 94 | -8 | -0.2 | -1 | 23 | -17
CCCC[C@H]1COCCS(=O)(=O)N1Cc1cccc([N+](=O)[O-])c1 | 3 | -3 | -3.8 | -8 | 99 | -4 | 1.9 | -4 | 18 | -2
